Compound activity (PubChem BioAssay)
LEDGF integ inh: blocks HIV-1 LEDGF/p75-dependent DNA integration; TR-FRET IN-LEDGF/p75 DNA integration, Eu/Cy5; inhibition, % at 3.7 µM; 370,000 compounds, 0.64% hits; AID 743269;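 active means inhibition above the screen-wide mean plus 3 SD, cut at about 13% in these data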;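 further: signal is the Cy5 over europium emission ratio at 671 and 618 nm; 0% = plate median of compound wells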
PG9 Ab binder: binds the HIV-1 gp120 antibody PG9. TR-FRET gp120-PG9 antibody binding. inhibition, % at 6.7 µM. 360,000 compounds, 0.43% hits; in the data active means inhibition above about 8.5%
HTRA1 inh: inhibitors of human serine peptidase HTRA1 | 340,000 compounds, 0.5% hits | AID 504803 | inhibition, % at 5.96 µM | recombinant HTRA1, FP-rhodamine activity-based probe, fluorescence polarization | Q92743; in the data active means inhibition above about 36%;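 further: 0% = enzyme with DMSO and 100% = wells lacking enzyme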
ABHD4 inh: inhibits mouse alpha/beta hydrolase domain 4; purified mABHD4, FP-Rh probe fluorescence polarization; Q8VD66; 370,000 compounds, 0.54% hits; inhibition, % at 8.92 µM;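 active means inhibition exceeding the mean over every tested compound plus 3 SD, cut at about 30% in these data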;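 further: 0% = plate median of compound wells and 100% = S159A mutant with DMSO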
Target sequence (Q8VD66 whole entry, looked up, the tested form may be a part): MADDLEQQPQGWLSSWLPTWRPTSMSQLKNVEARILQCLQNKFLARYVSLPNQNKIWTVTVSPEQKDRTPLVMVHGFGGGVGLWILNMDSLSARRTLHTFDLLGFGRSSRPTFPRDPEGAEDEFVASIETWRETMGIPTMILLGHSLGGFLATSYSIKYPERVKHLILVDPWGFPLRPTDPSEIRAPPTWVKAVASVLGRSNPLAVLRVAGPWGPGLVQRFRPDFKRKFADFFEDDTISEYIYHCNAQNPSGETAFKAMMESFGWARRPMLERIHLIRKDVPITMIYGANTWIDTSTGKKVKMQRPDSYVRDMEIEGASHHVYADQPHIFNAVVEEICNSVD
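Assay system: Wild-type mouse ABHD4 protein | Medium: HEPES pH 7.0 buffer, 150 mM NaCl, 0.01% Pluronic F-127 | Incubation: Enzyme–compound pre-incubation 45 min, then probe 60 min, both 25 °C | Technique: Fluorescence polarization with parallel and perpendicular emission, 525/598 nm | Evaluation: % inhibition of FP-Rh probe binding versus controls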
UHRF1 MBD2 ctr: human UHRF1 methylated DNA binding inhibitors | UHRF1 binding to methylated oligo, TR-FRET | inhibition, % at 4.4 µM | 370,000 compounds, 0.75% hits | AID 687016; in the data active means inhibition above about 21%;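 further: UHRF1 SRA domain binding a hemimethylated CpG hairpin DNA probe; 0% = median of test compound wells and 100% = reference inhibitor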
PRMT1 inh: PRMT1 (human) inhibition, primary screen. Q99873. recombinant PRMT1, activity-based probe fluorescence polarization. inhibition, % at 2.79 µM. 370,000 compounds, 1.3% hits. AID 652257;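 active means inhibition above about 21% made by adding two undisclosed values, limit read from the data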
Target sequence (Q99873 whole entry, looked up): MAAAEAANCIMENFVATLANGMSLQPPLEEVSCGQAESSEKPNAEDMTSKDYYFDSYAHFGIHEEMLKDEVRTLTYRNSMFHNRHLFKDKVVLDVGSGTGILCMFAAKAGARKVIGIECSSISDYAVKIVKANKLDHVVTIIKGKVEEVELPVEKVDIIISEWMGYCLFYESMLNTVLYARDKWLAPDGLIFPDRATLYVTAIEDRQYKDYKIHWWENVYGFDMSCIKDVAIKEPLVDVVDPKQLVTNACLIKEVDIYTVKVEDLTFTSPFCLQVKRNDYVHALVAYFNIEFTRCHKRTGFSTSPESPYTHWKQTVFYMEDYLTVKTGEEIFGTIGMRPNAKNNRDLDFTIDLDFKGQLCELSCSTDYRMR
Tn7 DDE FP: DD(E)-Tn7 binding inhibition, primary FP screen; 370,000 compounds, 0.13% hits; FP displacement of FITC-Tn7 peptide from fibrin DD(E); 0% = median of compound wells per plate; AID 720508; inhibition, % at 8.3 µM; P02675;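 active means inhibition above the mean of compounds falling within the control limits plus 3 SD of them, cut at about 14% in these data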;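 further: 0% = plate median of compound wells and 100% = 10 µM Aha-Tn7 peptide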
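Assay system: Fibrin-DD(E) protein isolated from polymerized human fibrin clots; read-out basis: percent inhibition; medium: Tris/NaCl/CaCl2 buffer, pH 7.8; signal: FP measurement; incubation: 10 min plus 3 h, room temperature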
SIAE primary: blocks human sialic acid acetylesterase; Q9HAT2; SIAE FP-Rh probe binding, fluorescence polarization; inhibition, % at 9.66 µM; 370,000 compounds, 0.69% hits; AID 1053197;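 active means inhibition above a cutoff: mean of compounds within the control limits plus 3 SD of those, cut at about 17% in these data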;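 further: 0% = plate median of compound wells and 100% = probe without SIAE protein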
TCR-CD3 inh: human TCR-CD3 binding inhibition | 360,000 compounds, 0.37% hits | AID 651800 | TAMRA-labeled TCR probe fluorescence, biochemical | inhibition, % at 9.4 µM; in the data active means inhibition above about 19%;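 further: recombinant mutant TCR 2C K166C tagged with TAMRA read by polarization; 0% = receptor in buffer alone and 100% = receptor with positive control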
TDP2 inh: blocks human TDP2 phosphodiesterase activity; inhibition, % at 12.8 µM; recombinant TDP2, T5PNP hydrolysis, p-nitrophenol absorbance 415 nm; 370,000 compounds, 0.34% hits;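 active means inhibition above the mean of all tested compounds plus 3 SD, set per campaign, cut at about 25% in these data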;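 further: 0% = DMSO with enzyme and 100% = buffer with substrate but no TDP2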
Target sequence (O95551 whole entry, looked up): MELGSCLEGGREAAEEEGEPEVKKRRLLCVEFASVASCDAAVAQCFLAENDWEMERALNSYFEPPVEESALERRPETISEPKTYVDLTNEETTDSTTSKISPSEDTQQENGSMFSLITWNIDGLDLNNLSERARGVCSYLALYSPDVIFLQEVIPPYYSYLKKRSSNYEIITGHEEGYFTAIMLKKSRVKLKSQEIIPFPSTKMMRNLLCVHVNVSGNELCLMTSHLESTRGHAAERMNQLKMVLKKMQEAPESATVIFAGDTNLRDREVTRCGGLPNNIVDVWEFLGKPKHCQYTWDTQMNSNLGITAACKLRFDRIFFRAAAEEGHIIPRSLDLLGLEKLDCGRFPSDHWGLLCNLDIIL
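Incubation: 2 h at 37 °C; Test system: recombinant human TDP2; Quantity: enzyme 120 nM; Read-out basis: percent inhibition; Medium: 50 mM Tris-HCl pH 7.5 with Mg2+, KCl, DTT, BSA; Repeats: single replicate; Compound: 12.8 µM single point, 1% DMSO; Signal: epi absorbance; Reagent: 5 mM T5PNP chromogenic substrate; Benchmarks: no-enzyme high, DMSO-plus-enzyme low.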
* marks the source's active call; other numbers are inactive results; . = not tested or not shown. Not a hit list. About 4.2% of those tested had a hit in this group.

SMILES | LEDGF integ inh | PG9 Ab binder | HTRA1 inh | ABHD4 inh | UHRF1 MBD2 ctr | PRMT1 inh | Tn7 DDE FP | SIAE primary | TCR-CD3 inh | TDP2 inh
Cc1cccc2cc(CN(Cc3cccs3)S(=O)(=O)c3ccc4c(c3)OCCO4)c(=O)[nH]c12 | 5 | 0.2 | -42 | 2 | -3 | -3 | -5 | -9 | 3 | 0
CC(C)(C)c1ccc(C(=O)C2CCCN(C(=O)CN3CCCC3=O)C2)cc1 (stereo not given) | -1 | 0.7 | 3 | 6 | 16 | 2 | 7 | -6 | -7 | 5
Cc1cccc(C)c1NC(=S)N/N=C/c1ccccc1C(=O)O | -1 | -3.3 | -2 | 4 | 2 | 0 | -2 | 6 | -7 | -15
CCOc1ccc(N(CC(=O)NCc2ccc(F)cc2)C(=O)CCC(=O)Nc2nccs2)cc1 | 3 | -2.0 | -9 | -6 | -2 | -8 | -3 | 0 | 4 | 4
CCn1c(/C=C/N(C)c2ccccc2)[n+](CC)c2ccc(Cl)cc21 | -2 | -1.1 | -5 | 2 | 5 | -1 | -6 | 0 | -4 | -5
COc1ccc(CCNC(=O)c2cccc(S(=O)(=O)N3CCc4ccccc4C3)c2)cc1 | -2 | -1.7 | -37 | 1 | 0 | 1 | -8 | -17 | -1 | -5
CN1CCN(c2ccc(Cl)cc2NC(=O)c2cc(=O)[nH]c3ccccc23)CC1 | -1 | 1.1 | 9 | 6 | -1 | -3 | 0 | 4 | 2 | 6
Cn1nccc1NC(=O)CSCC(=O)O | -5 | 0.4 | -2 | -4 | 0 | -1 | 0 | 10 | 3 | 4
COCCNC(=O)CS(=O)Cc1nc(-c2ccccc2C)oc1C (stereo not given) | 2 | -1.6 | -2 | 0 | -1 | 0 | -7 | 1 | -1 | 1
COc1ccccc1N1CCN(C(=O)Cn2nnc(-c3ccncc3)n2)CC1 | 1 | -1.1 | 2 | -5 | -1 | -2 | 6 | 4 | 1 | 7
CC(C)OC(=O)c1c(NC(=O)c2cnn3c2NC(c2ccccc2)CC3C(F)(F)F)sc2c1CCCC2 (stereo not given) | 1 | 0.0 | -3 | 3 | 2 | 3 | 1 | -4 | -2 | 9
CC(=O)Nc1ccc(N(C)C)cc1[N+](=O)[O-] | 0 | -4.5 | 10 | 4 | -8 | 1 | -10 | 7 | 0 | -14
C=C(C)COc1ccc(-c2ncnc(C(F)(F)F)c2-c2ccccc2)c(O)c1 | -5 | -1.1 | -13 | -15 | 0 | 7 | 2 | -5 | -9 | -3
C=CCN1[C@H](CC(C)C)COc2cc(N3CCSCC3)ccc2S1(=O)=O | -3 | . | . | -1 | 1 | 7 | -2 | 0 | . | -4
COC(=O)c1c(NC(=O)/C=C/C(=O)O)sc(C)c1-c1ccc(C)c(C)c1 | 5 | -0.4 | -2 | -2 | 1 | 6 | -2 | -1 | 3 | -1
CC(c1nnc(SCC(=O)Nc2cc([N+](=O)[O-])ccc2F)n1Cc1ccccc1)N(C)C (stereo not given) | -4 | -1.1 | -5 | 8 | -2 | 2 | -2 | -2 | -7 | 4
Cc1ccccc1CNC(=O)C1CCC(=O)N(C2CC2)C1 (stereo not given) | 3 | -0.5 | 0 | 1 | 1 | 0 | 0 | 1 | -5 | 7
CCc1ccc(NC(=O)/C(C#N)=C\c2ccc(OC)c(C(=O)O)c2)cc1 | -1 | -1.7 | 7 | 1 | -2 | 3 | -6 | -9 | 0 | -1
S=C1NCN(Cc2cccnc2)CN1c1cccc(Cl)c1 | -5 | 0.7 | 7 | 2 | -1 | 0 | 7 | 3 | 0 | 0
CS(=O)(=O)c1ccc(Cl)c(NC(=O)COC(=O)CNC(=O)c2sc3ccccc3c2Cl)c1 | 1 | 8.6 | -10 | 8 | 1 | -1 | 6 | -5 | -7 | 10
O=C(CSc1n[nH]c(-c2ccco2)n1)Nc1ccccc1 | 0 | -0.9 | -6 | 6 | 2 | -2 | -4 | -1 | -3 | -6
CCc1ccccc1Nc1ccc(C(=O)O)cc1N | 2 | -3.2 | 14 | 19 | 2 | 3 | -3 | 3 | 12 | 6
O=C(Nc1ccc(F)cc1)N1CCn2c(nc3ccccc32)C1 | 3 | 1.2 | -9 | -2 | -6 | -4 | 5 | 5 | 3 | 7
O=c1c2ccccc2cnn1Cc1n[nH]c(=S)n1-c1ccccc1 | -2 | -1.1 | 3 | 6 | -1 | -3 | 0 | 3 | 5 | -9
Cc1ccc(/C=N/n2c(C3CCCCC3)n[nH]c2=S)cc1 | -1 | -2.2 | -11 | -10 | -2 | 6 | -1 | 4 | 3 | -7
Next records:
SMILES | LEDGF integ inh | PG9 Ab binder | HTRA1 inh | ABHD4 inh | UHRF1 MBD2 ctr | PRMT1 inh | Tn7 DDE FP | SIAE primary | TCR-CD3 inh | TDP2 inh
CCOc1ccc(N2CC(C(=O)N/N=C/c3sccc3C)CC2=O)cc1 (stereo not given) | 2 | -1.3 | -2 | -2 | 4 | -4 | -7 | -5 | 2 | 15
COc1ccc(C2/C(=C(/O)c3ccc4c(c3)CC(C)O4)C(=O)C(=O)N2CCN2CCOCC2)cc1 (stereo not given) | 0 | -1.3 | -4 | 1 | -3 | 3 | 13 | -3 | -2 | 11
NC1=C(c2ccc(F)cc2)C(=O)CS1 | 1 | 1.5 | -3 | -3 | -4 | 8 | 6 | 2 | -1 | 9
CCO/C=C/C(O)(CNC(=O)COc1ccccc1F)C(F)(F)F (stereo not given) | 0 | 0.7 | 0 | -4 | -3 | -2 | -6 | 2 | -2 | -1
COc1ccc(-n2c(=O)[nH]cc(C(=O)Nc3ccc(NC(C)=O)cc3)c2=O)cc1 | -2 | 0.8 | 2 | -4 | 3 | 0 | 4 | -6 | -4 | -2
Cc1cc(C)cc(-n2c(C)cc(/C=N/NC(=O)CSc3ncccn3)c2C)c1 | -2 | 0.7 | -5 | 5 | 0 | 1 | -2 | 0 | 1 | 0
CCCCN(C)C(=O)c1ccc(CS(=O)(=O)c2ccccc2C)o1 | -1 | 0.0 | 0 | 2 | 3 | 6 | -2 | 4 | -5 | -10
O=C(CCNC(=O)c1ccc([N+](=O)[O-])cc1)Nc1ccc(Cl)c(S(=O)(=O)N2CCOCC2)c1 | -1 | 0.7 | 0 | -2 | -2 | -3 | -3 | 1 | 5 | 5
Cc1ccc2c(Cl)cc(Cl)c(OCC(=O)N3CCCC3)c2n1 | -1 | -1.9 | 9 | -2 | -2 | -2 | -4 | -2 | 7 | 14
COc1ccc(CCNC(=O)C2CC(=O)N(C3CCCCCCC3)C2)cc1OC (stereo not given) | 2 | -1.7 | -1 | 2 | 3 | 0 | 0 | -7 | 0 | 2
Fc1ccccc1CSc1ccc(-c2ccco2)nn1 | 0 | -2.7 | -9 | -3 | -1 | 3 | -3 | 8 | 4 | 8
CCN1C(=O)C(=O)c2cc(C)ccc21 | 1 | 0.1 | -7 | -5 | 2 | 1 | -12 | -2 | 4 | 2
Cc1ccc(C(=O)NNC(=O)C2CC2)cc1Br | -1 | -0.4 | 1 | 1 | -1 | -4 | -1 | 5 | 7 | 0
Cc1cc(C)c(C)c(OCCOCCN2CCN(C)CC2)c1 | -2 | -1.5 | 7 | 7 | 3 | 1 | -3 | 0 | -4 | 3
Cc1nc2nc(SCC(=O)C(C)(C)C)[nH]c2cc1Br | -1 | -3.6 | -4 | -4 | -2 | 0 | 2 | 3 | 2 | 1
Nc1c(S(=O)(=O)c2ccccc2)c2nc3ccccc3nc2n1C1CC1 | 5 | 0.4 | 3 | -8 | -1 | -8 | -4 | 7 | 4 | -8
Cc1ccc(S(=O)(=O)NCCc2nnc3ccc(SCc4cccnc4)nn23)cc1 | 0 | -0.2 | 0 | 5 | -1 | 1 | -1 | -2 | 1 | 6
O=C(C1CCCN(c2ncnc3c2nc2n3CCCCC2)C1)N1CCN(c2ccc(Cl)cc2)CC1 (stereo not given) | 2 | 1.8 | -12 | -4 | -1 | -2 | 6 | 0 | 4 | 9
Cn1c(=S)c2[nH]c(SCCC(C)(C)C)nc2n(C)c1=O | 0 | -2.8 | 2 | 5 | 1 | 2 | 5 | 2 | 5 | 5
COCCNc1nc(=S)[nH]c2cc(OC)c(OC)cc12 | 1 | 1.6 | 2 | 7 | -1 | -2 | -1 | 6 | 2 | 3
Cc1ccc(NC(=O)CO/N=C/c2ccccc2C)c(C)c1 | -1 | 0.7 | -9 | 6 | 2 | 2 | 3 | 9 | -1 | 14
CCNC(=S)N/N=C/c1cccc(/C=N/NC(=S)NCC)c1 | -1 | -3.1 | -7 | 2 | 0 | 0 | 9 | -7 | 1 | 10
Clc1ccccc1Cn1ccc2ccc(-c3ccc4ccn(Cc5ccccc5Cl)c4c3)cc21 | -2 | . | . | 0 | 1 | 5 | 4 | -2 | . | 15
O=C(COC(=O)c1cnccn1)Nc1c(Cl)cc(Cl)cc1Cl | 2 | 0.1 | -1 | 2 | 0 | -3 | -7 | 2 | -3 | -4
CC(C)CN(CC(C)C)C(=O)c1cc(S(=O)(=O)N2CCCCC2)c[nH]1 | -4 | 0.0 | -8 | -6 | 0 | -1 | 3 | -1 | 1 | 4
COc1ccc(C2NC(=O)NC(C)=C2C(=O)Nc2cccc(C)c2C)cc1 (stereo not given) | 2 | 0.4 | -1 | -1 | 8 | 2 | -5 | 4 | 4 | 5
CC(/C=N/NC(=O)c1ccccn1)=C\c1ccco1 | -3 | -2.4 | . | 10 | -6 | 3 | 2 | 4 | 5 | -4
CC(OC(=O)c1cc(=O)c2cc(Cl)ccc2o1)C(=O)N1CCCC1 (stereo not given) | 0 | -0.7 | 4 | 0 | 2 | -1 | -1 | 1 | -1 | 2
O=C(Nc1ccccc1N1CCOCC1)c1ccc2c(c1)C(=O)N(Cc1ccncc1)C2=O | -4 | -2.5 | 1 | 7 | -3 | 0 | 0 | 9 | 10 | 5
CCOC(=O)C1=C(COC(=O)C2CC(=O)N(CCc3ccccc3)C2)NC(=O)NC1C (stereo not given) | 5 | 0.8 | 2 | 13 | -1 | 0 | 0 | -2 | 5 | 0

4 of the entries above in order of the LEDGF integ inh value, highest first.
SMILES | LEDGF integ inh | PG9 Ab binder | HTRA1 inh | ABHD4 inh | UHRF1 MBD2 ctr | PRMT1 inh | Tn7 DDE FP | SIAE primary | TCR-CD3 inh | TDP2 inh
CCOc1ccc(N(CC(=O)NCc2ccc(F)cc2)C(=O)CCC(=O)Nc2nccs2)cc1 | 3 | -2.0 | -9 | -6 | -2 | -8 | -3 | 0 | 4 | 4
O=C(CSc1n[nH]c(-c2ccco2)n1)Nc1ccccc1 | 0 | -0.9 | -6 | 6 | 2 | -2 | -4 | -1 | -3 | -6
CC(C)(C)c1ccc(C(=O)C2CCCN(C(=O)CN3CCCC3=O)C2)cc1 (stereo not given) | -1 | 0.7 | 3 | 6 | 16 | 2 | 7 | -6 | -7 | 5
Cc1cc(C)c(C)c(OCCOCCN2CCN(C)CC2)c1 | -2 | -1.5 | 7 | 7 | 3 | 1 | -3 | 0 | -4 | 3
